# ADAM10 inh: inhibits human ADAM10; 370,000 compounds, 0.62% hits; AID 720582; O14672; recombinant ADAM10, EDANS/DABCYL FRET peptide cleavage, 3 h; inhibition, % at 7 µM;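 active = inhibition above a per-campaign cutoff equal to the mean of compounds falling between control-based bounds plus 3 SD, cut at about 20% in these data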;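 note: 0% = DMSO wells while the 100% control is not disclosed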
# hgDAF-12 ag: activates the H. glycines DAF-12 receptor ligand-binding domain. HEK293 GAL4-hgDAF12 UAS-luciferase reporter, agonist luminescence; normalized to butyrate control. activation, % at 6.8 µM. AID 687014. 370,000 compounds, 1.8% hits;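 active = activation above a cutoff set at the mean of all screened compounds plus 3 SD, cut at about 10% in these data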;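 note: 0% = DMSO wells and 100% = sodium butyrate wells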
# ssDAF-12 act: S. stercoralis DAF-12 activation, primary screen. HEK293 ssDAF-12/GRIP1 lit1-tk-luc reporter, luminescence; % of 3 µM dafachronic acid response. activation, % at 6.8 µM. 370,000 compounds, 1% hits. AID 652126;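 active = activation above the mean over all tested compounds plus 3 SD, cut at about 0.9% in these data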;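 note: 0% = DMSO-only wells and 100% = 3 µM delta7-dafachronic acid wells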
# HGIII-sPLA2 inh: Blocks human group III sPLA2 activity; Q9NZ20; inhibition, % at 12.2 µM; AID 743126; QFRET BODIPY PC-A2 liposome hydrolysis, fluorescence; 370,000 compounds, 0.56% hits;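 active = inhibition above mean plus 3 SD of compounds lying within the high and low control bounds, cut at about 19% in these data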;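 note: 0% = median of test compound wells and 100% = no enzyme DMSO wells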
# DAX1 inh-1: inhibitors of DAX1 repression of SF-1 activated StAR promoter; HEK293T StAR-luciferase reporter, SF-1/DAX-1 repression relief; inhibition, % at 6.8 µM; 370,000 compounds, 1.1% hits; AID 652010;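 active = inhibition above the mean over all tested compounds plus 3 SD, cut at about 3.6% in these data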;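 note: 0% = DAX-1 cells with DMSO and 100% = cells lacking DAX-1 with DMSO; higher inhibition means more luminescence from relief of DAX-1 repression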
# ADAM17 inh: inhibits human ADAM17. recombinant ADAM17, EDANS/DABCYL FRET peptide cleavage. AID 720648. 370,000 compounds, 0.83% hits. inhibition, % at 6.95 µM. P78536;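 active = inhibition above the mean of compounds lying between control limits plus 3 SD, set per campaign, cut at about 8.5% in these data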;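 note: 0% = DMSO-only wells as the low control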
# DAX1 inh-2: NR0B1 (DAX1) inhibition. AID 504766. HEK293 Gal4-DAX1 luciferase reporter, luminescence. 340,000 compounds, 0.99% hits. inhibition, % at 6.75 µM;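 active = inhibition above the mean over all tested compounds plus 3 SD, cut at about 4.2% in these data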;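 note: 0% = DAX1-transfected cells with DMSO and 100% = empty-vector control cells with DMSO; inhibition shows as a rise in luminescence from relieved DAX1 repression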
# hcDAF12 agonist: activators of H. contortus DAF-12 nuclear receptor; HEK293 hcDAF-12 lit1-tk-luc reporter, luminescence; 0% DMSO, 100% Δ7-dafachronic acid; activation, % at 6.8 µM; 370,000 compounds, 1.4% hits; AID 652067;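 active = activation above the mean of all tested compounds plus 3 SD, cut at about 5.5% in these data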;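 note: 100% = response to 3 µM Δ7-dafachronic acid high control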
# PLC-gamma1 inh: blocks human PLC-gamma1 enzyme activity; purified PLC-gamma1, fluorogenic substrate, fluorescence; inhibition, % at 12.2 µM; 370,000 compounds, 0.84% hits; in the data active = inhibition above about 9.5%
# GAA850 FXN act: frataxin GAA850 promoter activation | HEK293 lucGAA850 FXN promoter luciferase reporter, 24 h; percent of 10 µM SAHA response | activation, % at 6 µM | 360,000 compounds, 0.56% hits | AID 540364;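 active = activation above the average of all compounds screened plus 3 SD, cutoff fixed separately per campaign, cut at about 7.5% in these data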;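 note: 0% = DMSO wells and 100% = 10 µM SAHA wells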
# PLC-beta3 inh: PLC-beta3 (human) inhibition, primary screen | Q01970 | Purified PLC-beta3, fluorogenic substrate, fluorescence | inhibition, % at 12.2 µM | 370,000 compounds, 0.18% hits | AID 720704; in the data active = inhibition above about 11%;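 note: 0% = median of compound wells on plate and 100% = full blocker control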
# Target sequence (Q01970 whole entry, looked up): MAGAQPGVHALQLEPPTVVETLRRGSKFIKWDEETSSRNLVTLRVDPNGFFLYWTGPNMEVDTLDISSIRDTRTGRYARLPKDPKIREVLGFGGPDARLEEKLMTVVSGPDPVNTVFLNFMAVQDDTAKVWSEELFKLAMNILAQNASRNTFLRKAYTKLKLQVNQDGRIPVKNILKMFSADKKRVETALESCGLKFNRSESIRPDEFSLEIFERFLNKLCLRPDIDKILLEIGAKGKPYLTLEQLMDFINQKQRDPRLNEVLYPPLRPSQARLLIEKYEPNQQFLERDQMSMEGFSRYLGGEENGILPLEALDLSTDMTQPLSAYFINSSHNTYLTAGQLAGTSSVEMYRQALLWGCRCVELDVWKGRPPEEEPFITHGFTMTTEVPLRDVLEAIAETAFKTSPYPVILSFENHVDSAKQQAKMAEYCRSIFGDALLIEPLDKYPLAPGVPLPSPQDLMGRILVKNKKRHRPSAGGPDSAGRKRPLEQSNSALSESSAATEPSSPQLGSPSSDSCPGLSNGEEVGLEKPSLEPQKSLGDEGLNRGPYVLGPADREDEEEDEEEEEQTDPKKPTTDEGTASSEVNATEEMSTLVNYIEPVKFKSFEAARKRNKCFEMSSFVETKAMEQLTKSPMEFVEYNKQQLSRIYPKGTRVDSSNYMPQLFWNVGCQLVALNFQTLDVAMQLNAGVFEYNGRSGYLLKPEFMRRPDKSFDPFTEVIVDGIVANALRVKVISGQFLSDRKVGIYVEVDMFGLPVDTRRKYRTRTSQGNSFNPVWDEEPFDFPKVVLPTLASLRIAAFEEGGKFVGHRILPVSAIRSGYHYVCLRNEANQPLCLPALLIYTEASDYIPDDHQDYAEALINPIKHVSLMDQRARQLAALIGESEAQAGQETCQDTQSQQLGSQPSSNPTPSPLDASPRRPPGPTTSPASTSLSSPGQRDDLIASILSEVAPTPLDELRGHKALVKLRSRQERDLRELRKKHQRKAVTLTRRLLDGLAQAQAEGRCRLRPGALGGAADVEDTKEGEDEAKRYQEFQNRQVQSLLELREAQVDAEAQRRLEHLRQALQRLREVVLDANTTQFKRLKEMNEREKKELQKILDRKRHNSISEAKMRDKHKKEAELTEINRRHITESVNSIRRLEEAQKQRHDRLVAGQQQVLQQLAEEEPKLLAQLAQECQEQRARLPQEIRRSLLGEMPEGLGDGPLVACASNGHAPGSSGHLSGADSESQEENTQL
# Starred values were filed as active, the others as inactive; i = inactive; x = no result given.
# Values run as follows: PLC-beta3 inh	DAX1 inh-2	ADAM10 inh	GAA850 FXN act	ssDAF-12 act	DAX1 inh-1	ADAM17 inh	HGIII-sPLA2 inh	PLC-gamma1 inh	hgDAF-12 ag	hcDAF12 agonist
CC(C)(C)CC(C)(C)NC(=S)Nc1ccc2nc(-c3ccccn3)c(-c3ccccn3)nc2c1
  i	-1.0	-177	-1.0	-1.8	-0.3	-49	-23	i	0.1	-2.1
CCCCCC(=O)N1C[C@@H](O)[C@H](n2cc(-c3ccc(F)cc3)nn2)C[C@@H]1c1ccccc1
  -2	-0.2	-5	-1.6	-1.5	-0.1	2	-11	-1	-0.9	-2.0
Cc1ccc(S(=O)(=O)N(C)C[C@H]2Oc3ccc(NC(=O)C4CCCCC4)cc3C(=O)N([C@H](C)CO)C[C@H]2C)cc1
  4	1.0	3	-1.4	-1.0	1.9	1	-21	2	2.7	1.7
COc1cccc(C(=O)NC2CC(C)(C)Cc3c2cnn3-c2cccc(F)c2)c1OC (stereo unspecified)
  -3	-1.3	2	1.1	-1.9	-0.6	0	-2	0	-0.6	-2.5
COc1ccc(NC(=S)Nc2cc(C)ccn2)c(OC)c1
  -1	3.5	-3	6.7	1.5*	2.6	-5	10	1	14*	14*
O=C(c1ccco1)N1CCN(S(=O)(=O)c2ccc3c(c2)CCN3C(=O)C2CCC2)CC1
  6	-1.4	10	3.9	-1.0	0.0	5	5	6	-0.6	-1.8
CN(C)CCCn1c2c(c(SCC(=O)Nc3cccc4ccccc34)nc1=O)CCC2
  -9	0.2	-7	-0.5	-0.8	1.9	-4	6	-3	-1.4	1.7
C(=N\Nc1nc(N2CCCC2)nc(N2CCCC2)n1)/c1cccnc1
  -5	1.3	-6	1.5	-1.4	-0.1	-5	12	-1	0.1	1.0
CCCCOCCCNC(=O)c1c(-c2ccccc2)noc1C
  6	-0.9	4	3.1	-0.8	-0.5	-1	-2	3	-1.3	-1.9
Cc1ccc(C)c(OCc2cc(C(=O)N3CCN(c4ccccc4C)CC3C)no2)c1 (stereo unspecified)
  -11	-0.1	6	1.0	-0.9	2.7	1	-4	-1	6.2	1.9
Cc1cc(C)c(S(=O)(=O)N2CCN(C)CC2)c(C)c1
  4	0.5	2	-0.5	-1.4	-0.7	-2	0	3	3.1	-1.9
CC(=O)Nc1ccc(S(=O)(=O)N/N=C/c2cccnc2)cc1
  -8	1.5	-12	0.9	-1.1	-0.4	-2	2	1	0.2	-0.2
COc1ccc(C(=O)Oc2cc(N)n(S(=O)(=O)c3ccc(C)cc3)n2)cc1
  -4	0.0	9	1.0	-0.2	0.1	2	-15	-4	2.6	-2.5
C/C(=C\C(=O)c1ccc(F)cc1)NCc1ccc2c(c1)OCO2
  -1	0.2	6	-1.8	-0.4	-0.1	3	-3	2	0.9	-1.3
Clc1cccc(Cc2c(-c3cccc(Cl)c3)nc3ccc(Cl)cn23)c1
  -16	x	-12	x	-1.1	1.3	-4	-6	-12	6.0	-0.7
COCCN1C(=O)c2ccccc2C(C(=O)NCCCN2CCCC2)C1c1c[nH]c2ccccc12 (stereo unspecified)
  5	x	17	x	-0.6	0.0	-1	-8	1	1.9	0.3
Cc1ccc(Nc2nc(-c3sc(NC(=O)c4ccccc4)nc3C)cs2)cc1
  -11	0.4	-4	1.3	-0.8	0.6	0	1	-11	4.2	-0.4
CCOC(=O)c1cnc2c(ccc3ccccc32)c1NCCO
  -37	-1.2	-132	-0.3	-1.1	-0.7	-36	-10	-25	2.1	-0.5
CN(CC(=O)Nc1ccc(Cl)cc1)CC(=O)Nc1cccc(Br)c1
  -4	0.5	13	-2.3	-0.7	-0.2	5	-8	1	0.7	2.6
CC1CCCN(C(=O)COC(=O)COc2ccc(C#N)cc2)C1 (stereo unspecified)
  -8	0.6	-11	1.1	-0.8	-0.4	-2	6	2	4.3	-0.7
CCC(=O)Nc1ccc(C(=O)OCc2ccccc2Cl)cc1
  -1	2.6	6	5.2	-0.9	-0.1	0	-14	-1	9.1	1.6
CCc1cc(C(=O)OC)c(NC(=O)CSc2nccn2C)s1
  -7	-0.3	0	3.2	-0.5	-1.3	-1	-4	-3	2.3	-1.7
CC(C)(C)n1nc2c(c1NC(=O)c1ccc(C(F)(F)F)cc1)CS(=O)(=O)C2
  -6	0.5	-1	-1.0	-0.8	1.0	2	-13	1	0.8	-0.5
CCc1ccccc1NC(=O)CN(C)C(=O)Cn1cnc2ccc(Cl)cc2c1=O
  1	-0.7	-4	1.9	0.0	-1.6	-2	2	0	-1.9	0.6
Cc1ccc(S(=O)(=O)N(C)CC(=O)N(CC(C)C)C2CCS(=O)(=O)C2)cc1 (stereo unspecified)
  -4	0.5	6	1.1	-1.0	1.5	0	-1	2	-1.6	-0.9
N#CCC[C@@H]1CC[C@]2(CCCN(C(=O)C3CCCC3)C2)O1
  5	x	1	x	-1.4	0.0	-2	4	1	3.1	-1.1
c1nc(N2CCCCCC2)c2[nH]cnc2n1
  4	-0.6	5	2.4	-1.9	-0.4	2	-3	8	0.0	0.8
CCOC(=O)C1CCCN(c2ncnc3c2oc2ccccc23)C1 (stereo unspecified)
  -12	-0.6	-5	2.1	-1.0	-0.4	0	-2	-13	1.4	-1.2
Cc1ccc(CSc2nc3nc(C)cc(C)n3n2)cc1
  -8	-0.5	3	5.1	-1.6	0.1	-4	6	0	1.3	-1.9
O=C1c2cccc3cccc(c23)C(=O)N1CCCn1ccnc1
  -15	x	-74	2.6	-1.0	0.8	-25	-6	-4	0.0	-1.4
CC(C)=CCC[C@](C)(O[C@@H]1O[C@H](CO[C@@H]2O[C@H](CO)[C@@H](O)[C@H](O)[C@H]2O)[C@@H](O)[C@H](O)[C@H]1O)C1CC[C@]2(C)C1C(=O)CC1[C@@]3(C)CC[C@H](O[C@H]4O[C@@H](CO)[C@H](O)[C@@H](O)[C@@H]4O)C(C)(C)C3CC[C@]12C (stereo partly specified)
  -1	-0.8	-8	0.3	-1.4	0.1	-3	-12	0	0.1	-1.3
COc1ccc(/C=C2\CCC/C(=C\c3ccc(OC)c(OC)c3OC)C2=O)c(OC)c1OC
  -49	0.3	4	0.8	-1.3	-0.6	-4	4	-38	-4.3	-3.4
COc1ccccc1CNS(=O)(=O)c1ccc(NC(C)=O)cc1
  1	-0.6	4	0.6	-0.7	-0.8	-3	6	2	-1.8	-2.2
COc1ccc(N2CCN(C(=O)c3cccc(Cn4cc(Cl)cn4)c3)CC2)cc1
  3	-0.5	5	2.0	-0.9	-0.4	-4	9	6	-2.0	-0.4
CC(c1ccccc1)N1CCn2c(nc3cc(NS(C)(=O)=O)ccc32)C1 (stereo unspecified)
  -47	-0.1	-17	0.2	-1.1	-0.7	-4	-4	-47	-2.7	-1.8
Cn1cc(CNC(=O)c2ccc3nc(Cc4ccccc4F)oc3c2)cn1
  -7	0.8	2	3.5	0.0	1.4	-7	5	-1	4.3	3.1
COC(=O)c1nnn(CC(=O)Nc2cc(Cl)ccc2C)c1C(=O)OC
  -3	-0.2	-11	-0.5	-0.9	-0.3	-5	-1	-6	-0.1	-1.7
CC(C)c1ccc(CC(=O)N2CCC2(C)C(=O)NS(=O)(=O)c2ccc(C(C)(C)C)cc2)cc1 (stereo unspecified)
  -6	x	0	-0.2	-0.7	0.9	-1	-36	-4	-2.6	1.1
COc1cccc(NC(=O)C(Sc2nnc3ccccn23)c2ccccc2)c1 (stereo unspecified)
  0	-0.4	0	-0.8	-1.1	-0.5	-4	3	-1	-0.6	-1.2
Cc1cc2ncn(S(=O)(=O)c3ccc(S(N)(=O)=O)cc3)c2cc1C
  -2	2.3	-7	-1.3	-0.9	-0.2	-3	2	-1	0.1	2.5
N=c1c(C(=O)NC2CCCC2)cc2c(=O)n3ccccc3nc2n1CC1CCCO1 (stereo unspecified)
  i	0.1	i	0.4	-1.1	0.5	i	2	i	0.8	-0.4
COc1cc(C(=O)N2CCC2(C)C(=O)NC(C)C)cc(OC)c1OC (stereo unspecified)
  6	x	-1	-1.9	-0.8	0.5	0	10	2	0.8	0.5
COCc1nnc(NC(=O)c2ccc(NC(C)=O)cc2)s1
  14*	-1.2	4	1.9	-0.4	1.8	4	13	4	-0.6	0.2
COC(=O)[C@H]1[C@H](CCc2ccccc2)NC(=O)N(Cc2ccccc2)[C@@H]1C
  1	-0.6	6	0.2	-1.4	-0.3	-2	3	4	-2.2	-2.5
CN(C)S(=O)(=O)c1cccc(NC(=O)c2ccc3c(c2)OCCO3)c1
  -7	-0.1	-5	2.5	-0.2	-1.5	-5	-1	3	3.2	0.3
COc1ccc(/C=N/NC(=O)C(=O)N2CCCC2)cc1
  4	1.7	10	0.9	-0.5	1.0	0	-1	1	2.6	1.0
CCOC(=O)C1CCCN(c2nc3ccccc3nc2C(C#N)C(=O)OCCOC)C1 (stereo unspecified)
  -42	0.3	-12	0.0	-1.2	0.0	-9	-11	-39	0.0	-1.6
Cc1cccc2c1NC1(CCCC1)CC2C (stereo unspecified)
  -5	x	-1	-1.6	-0.6	-0.5	1	-1	0	-1.5	1.4
CCN(CC)C(=O)Cn1c(=O)n(Cc2ccc(F)cc2)c(=O)c2sccc21
  -9	0.5	2	2.8	-1.2	-0.1	-4	8	-4	-1.9	0.0
O=S(=O)(Nc1cc(Cl)ccc1-n1cncn1)c1ccccc1Cl
  -6	1.6	-14	0.7	-0.8	-0.2	-3	-5	1	3.4	-0.8
CNC(=S)N/N=C/c1cn(CCOc2ccccc2OC)c2ccccc12
  2	0.2	4	2.3	-0.9	-0.6	5	-6	5	-3.2	-3.2
O=S1(=O)CCN=C2SC3=C(CCCC3)N21
  1	-0.6	1	1.9	-2.0	0.1	-4	-2	0	0.1	0.3
Cc1ccccc1N(C(=O)CCCC(=O)Nc1ccccn1)C(C(=O)NC1CCCC1)c1ccc(O)cc1 (stereo unspecified)
  -9	1.6	3	-0.6	-1.0	0.0	0	2	-1	-1.0	0.2
CC1(C)C(=O)Nc2ccccc2N1C(=O)COc1ncnc2ccccc12
  1	-0.3	-1	-1.6	-1.1	-0.4	-5	-2	0	0.5	0.4
O=C(Cn1ncn2c(cc3ccccc32)c1=O)NCCC1=CCCCC1
  -8	-0.2	-11	1.1	-0.5	-0.2	-8	2	-2	0.4	0.1
CC(=O)c1cccc(S(=O)(=O)Nc2ccc3nc(C)sc3c2)c1
  -8	0.0	-7	3.5	-2.1	-1.7	-6	-3	1	-3.4	-4.0

# Screening data deposited in PubChem by The Scripps Research Institute Molecular Screening Center.

# Not a hit list; about 6.9% have a hit in one of these screens.
